Assay outcomes (PubChem)
PHOSPHO1 block – inhibitors of human PHOSPHO1 phosphatase; inhibition, % at 13.3 µM; recombinant PHOSPHO1, absorbance phosphatase assay; AID 1565; 290,000 compounds, 1.1% hits; Q8TCT1; in the data active = inhibition above about 60%
Target sequence (Q8TCT1 whole entry, looked up): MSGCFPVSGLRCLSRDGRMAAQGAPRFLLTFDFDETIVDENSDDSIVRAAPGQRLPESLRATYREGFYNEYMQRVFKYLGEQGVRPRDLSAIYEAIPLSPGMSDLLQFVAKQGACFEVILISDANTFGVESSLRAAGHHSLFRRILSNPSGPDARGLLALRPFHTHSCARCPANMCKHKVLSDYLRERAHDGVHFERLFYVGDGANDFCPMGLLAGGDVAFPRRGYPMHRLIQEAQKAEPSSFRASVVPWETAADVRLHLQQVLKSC
MEKK2wt PB1 HTS – raises or lowers MEK5 binding to wildtype human MEKK2 PB1 domain; AID 1531; 290,000 compounds, 1.1% hits; binding response (% of control), % at 10 µM; bead flow cytometry, Alexa488-MEK5 binding to MEKK2 WT; actives lie on both sides; in the data active = binding response below about 67% or above about 130%
M18AAP inhibitor – blocks P. falciparum M18 aspartyl aminopeptidase; recombinant PfM18AAP, H-Glu-NHMec fluorogenic cleavage; inhibition, % at 7.35 µM; 290,000 compounds, 1.2% hits; AID 1822;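 active = inhibition above the campaign mean inhibition over all tested compounds plus 3 SD, cut at about 28% in these data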;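 note: 0% = plate median of test compound wells and 100% = 2 mM ZnCl2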
MEKK3 PB1 HTS – MEKK3-MEK5 PB1 interaction, increase or decrease | binding response (% of control), % at 10 µM | Q99759 | bead-based flow cytometry, Alexa488-MEK5 binding to MEKK3; actives lie on both sides; 0 = blocked by unlabeled MEK5, 100 = vehicle | 290,000 compounds, 1.4% hits;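 active = binding response more than 3 SD above or below the average of its plate-row segment, actives on both sides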;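 note: Alexa488 bead fluorescence after subtracting the streptavidin-only scavenger bead signal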
Target sequence (Q99759 whole entry, looked up): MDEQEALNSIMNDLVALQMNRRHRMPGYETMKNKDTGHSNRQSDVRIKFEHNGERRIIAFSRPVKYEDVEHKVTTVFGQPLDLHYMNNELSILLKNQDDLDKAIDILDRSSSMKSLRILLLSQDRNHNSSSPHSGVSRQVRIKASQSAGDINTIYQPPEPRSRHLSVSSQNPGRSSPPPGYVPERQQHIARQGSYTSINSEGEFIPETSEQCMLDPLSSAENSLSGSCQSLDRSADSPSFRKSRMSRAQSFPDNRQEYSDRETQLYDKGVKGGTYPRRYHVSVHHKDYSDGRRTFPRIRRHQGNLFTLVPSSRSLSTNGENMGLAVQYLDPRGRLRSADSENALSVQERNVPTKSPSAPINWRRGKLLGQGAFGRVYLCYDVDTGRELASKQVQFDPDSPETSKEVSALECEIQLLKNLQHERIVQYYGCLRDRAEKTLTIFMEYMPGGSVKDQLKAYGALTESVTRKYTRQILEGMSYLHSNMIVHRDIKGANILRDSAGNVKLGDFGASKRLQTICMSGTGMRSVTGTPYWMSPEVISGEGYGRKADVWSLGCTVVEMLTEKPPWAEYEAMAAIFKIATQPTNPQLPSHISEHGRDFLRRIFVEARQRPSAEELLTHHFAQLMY
MEKK2mut PB1 HTS – signal of MEK5 binding to mutant human MEKK2 PB1 domain; 290,000 compounds, 0.35% hits; percent response, % at 10 µM; bead flow cytometry, Alexa488-MEK5 binding to MEKK2 mutant; AID 1530; in the data active = percent response above about 24%, passing the limit was not always enough; note: inactives centre near 1; some results filed as inactive read as strong as hits; reference of the scale not given here
OXTR agonist – human OXTR agonism | CHO-OTR cells, Fluo-8 calcium fluorescence; normalized: DMSO 0%, oxytocin 100% | activation, % at 3 µM | 320,000 compounds, 0.32% hits;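 active = activation above the mean of all tested compounds plus 3 SD, cutoff set per screening run, cut at about 20% in these data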;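 note: peak over basal fluorescence ratio from a 100 s FLIPR kinetic read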
NALP1 inh – blocks the NALP1 inflammasome reconstituted in yeast; S. cerevisiae NALP1/ASC/caspase-1 growth, X-gal OD620, 72 h; inhibition, % at 10 µM; 280,000 compounds, 0.61% hits; AID 2071; in the data active = inhibition mostly above about 24%, no sharp cut-off; inactive = mostly below about 32%; note: some compounds called inactive have numbers as strong as hits
GPR7 antagonist – human neuropeptides B/W receptor 1 antagonism. 290,000 compounds, 1.1% hits. P48145. inhibition, % at 4.4 µM. GPR7-expressing cells, fluorescence antagonist assay; in the data active = inhibition above about 16%, passing the limit was not always enough;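 note: cells stimulated with the agonist NPW; 0% = agonist with vehicle and 100% = vehicle without agonist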
DNA FID counter – displaces DNA intercalator in HCV helicase counter-screen; DNA fluorescent intercalator displacement, fluorescence; inhibition, % at 7.9 µM; 290,000 compounds, 0.17% hits; AID 1845; in the data active = inhibition above about 37%;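 note: 0% = vehicle and 100% = reference compound; higher means more ethidium bromide displaced from hairpin DNA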
* = called active by the depositor; x = no result given.

Molecule	GPR7 antagonist	DNA FID counter	MEKK2wt PB1 HTS	MEKK2mut PB1 HTS	MEKK3 PB1 HTS	PHOSPHO1 block	NALP1 inh	OXTR agonist	M18AAP inhibitor
COc1cccc(/C=N/Nc2cc(-n3nc(C)cc3-c3ccccc3)ncn2)c1O	-8	-14	95	-1	98	4	-24	2.9	-1
CCOC(=O)c1[nH]c2ccccc2c1NC(=O)c1ccc(S(=O)(=O)N(C)C)cc1	-6	-14	105	-2	108	-4	28	1.5	-10
COc1ccc(CNC(=O)c2c(N)n(CCCN3CCOCC3)c3nc4ccccc4nc23)cc1	15	-1	154*	39	95	9	9	17	14
O=C(OCc1cccc([N+](=O)[O-])c1)c1ccc[nH]c1=O	-3	1	103	3	103	18	6	0.1	1
CN(C)c1ccc(/C=N/N=C(N)N)cc1[N+](=O)[O-]	1	20	108	-1	104	33	22	-0.6	1
O=c1c2ccccc2c(/C=N/n2cnnc2)c(O)n1-c1ccccc1F	x	x	102	1	100	16	26	0.4	x
CCOc1cc(NC(=S)NCC2CCCO2)c(OCC)cc1NC(=O)c1ccccc1 (configuration not stated)	4	-6	95	-2	104	-10	33	0.9	-5
CC(=O)c1ccc(OCc2cc([N+](=O)[O-])cc3c2OCOC3)cc1	-9	3	102	2	101	47	8	-1.9	-2
CCCCCc1c(O)nc(SCCN2CCOCC2)[nH]c1=O	-7	0	102	1	100	1	7	-0.1	-4
CCOC(=O)CNC(=O)CSc1nnc(-c2cccc(OC)c2)n1CC	-7	-9	100	1	100	47	6	-0.9	-4
COCc1nnc(NC(=O)CCCOc2ccccc2OC)s1	14	-13	95	-4	99	0	14	-0.9	0
Cn1nnnc1SCc1cccc2ccccc12	-7	-4	97	-7	98	-1	18	-1.1	-2
COc1ccc(N2CCN(C(=O)CNC(=O)Cc3ccc(Cl)cc3)CC2)cc1	2	-36	103	1	104	41	9	0.2	-10
O=C(NCc1nc2ccccc2[nH]1)c1c(F)c(F)c(F)c(F)c1F	-9	-1	94	-7	101	28	9	-0.5	-6
C=CCn1c(SCC(=O)c2[nH]c(C)c(C(=O)OC)c2C)nc2scc(-c3ccc(OC)c(OC)c3)c2c1=O	2	4	93	6	102	-1	28	-0.1	6

Gathered by group: those above with a halogen (three)
Molecule	GPR7 antagonist	DNA FID counter	MEKK2wt PB1 HTS	MEKK2mut PB1 HTS	MEKK3 PB1 HTS	PHOSPHO1 block	NALP1 inh	OXTR agonist	M18AAP inhibitor
O=c1c2ccccc2c(/C=N/n2cnnc2)c(O)n1-c1ccccc1F	x	x	102	1	100	16	26	0.4	x
COc1ccc(N2CCN(C(=O)CNC(=O)Cc3ccc(Cl)cc3)CC2)cc1	2	-36	103	1	104	41	9	0.2	-10
O=C(NCc1nc2ccccc2[nH]1)c1c(F)c(F)c(F)c(F)c1F	-9	-1	94	-7	101	28	9	-0.5	-6

(next part)
Molecule	GPR7 antagonist	DNA FID counter	MEKK2wt PB1 HTS	MEKK2mut PB1 HTS	MEKK3 PB1 HTS	PHOSPHO1 block	NALP1 inh	OXTR agonist	M18AAP inhibitor
CCOc1cc(/C=N/NS(=O)(=O)c2ccc(OC)cc2)ccc1OCCN1CCOCC1	-4	3	101	-1	101	-13	15	0.7	-2
O=C(CSc1nc2ccccc2n1Cc1ccccc1)N/N=C/c1ccccc1C(=O)O	-1	-40	99	1	104	32	-8	-0.6	2
COc1ccc(C)cc1S(=O)(=O)Nc1ccc(F)cc1	-3	-7	104	1	77	-18	13	-0.9	-1
O=C(NCCCNC(=O)c1ccccc1F)c1ccco1	-6	-4	97	-4	101	-32	16	0.5	-3
CCCNS(=O)(=O)c1ccc(CCC(=O)N2CCCC2)cc1	-2	-8	97	0	99	41	-2	-0.9	3
C=CCNC(=O)c1cnc2n(c1=O)CCS2	-6	-1	107	-3	107	12	19	0.2	-9
Cc1ccc(S(=O)(=O)CCC(=O)Nc2nc3c(s2)CCCC3)cc1	-5	-20	103	8	104	34	-1	0.1	3
CC1CCN(c2oc(-c3ccco3)nc2S(=O)(=O)c2ccccc2)CC1	-15	-28	105	7	103	33	9	-0.2	-6
CCCCN1C=C(C(=O)OC)C(c2ccccc2C(F)(F)F)C(C(=O)OC)=C1	-9	1	105	4	104	5	3	-1.9	1
O=c1c2ccccc2oc2ccc(NCCCN3CCOCC3)cc12	3	14	100	-2	99	15	27	0.8	5
CCCCn1c(SCC(=O)N2CCN(c3ccccc3)CC2)nc2ccsc2c1=O	0	-33	101	3	100	78*	-12	-2.1	8
COc1ccc(C(c2nnnn2Cc2ccccc2)N2CCN(c3nc4ccccc4s3)CC2)cc1 (configuration not stated)	2	-24	101	0	103	16	3	-0.3	2
O=c1ccc(Oc2nc(N3CCCCC3)nc(N3CCCCC3)n2)n[nH]1	0	-9	105	2	102	-5	9	-1.8	-5
COc1cc(C(=O)N/N=C/c2sccc2C)cc(OC)c1OC	28*	0	93	-3	98	25	-13	x	-2
COc1cccc(/C=N/Nc2nccnc2Cl)c1O	11	-6	59	-15	61	23	-1	x	24
COc1cc(NC(C)CCc2ccccc2)cc(OC)c1OC (configuration not stated)	-17	-20	107	2	104	29	14	-1.9	12
N#C/C=C1/NC(=O)c2ccccc2S1	9	1	95	-4	87	-25	-1	6.6	29*
Cc1ccc(N(C(=O)CCCC(=O)Nc2ccccn2)C(C(=O)NC2CCCC2)c2ccc(O)cc2)cc1C (configuration not stated)	-19	-37	98	-1	99	26	10	0.0	2
CSc1ccc(-c2nc3cnccn3c2Nc2ccc3c(c2)OCO3)cc1	27*	-14	98	-1	107	15	2	-2.4	13
Cc1cccc(N(Cc2cc3cc(C)ccc3[nH]c2=O)C(=O)c2cccs2)c1	-14	-7	85	-8	95	12	12	0.4	-5
O=C(NCCNc1ccccc1[N+](=O)[O-])c1ccccc1F	3	-2	105	2	105	5	15	-0.4	-4
CCOC(=O)c1c(COc2ccccc2)oc2ccc(O)cc12	2	-4	105	5	101	-5	20	-0.5	-4
Nc1nc(-c2ccccc2)nc2sc3c(c12)CCCC3	-7	3	108	0	103	6	17	-2.9	4
Cc1nn(-c2cccc(Cl)c2)c2nc(C(F)(F)F)[nH]c(=O)c12	-10	-2	96	-3	95	15	11	2.2	2
CCCCn1c(CNC(=O)C23CC4CC(CC(C4)C2)C3)nnc1SCC(=O)Nc1nnc(C)s1	-4	-8	116	11	112	-10	27	-0.4	2
Cc1ccc2cc3cc(C(=O)NC4CCCCC4)oc3nc2c1	-3	-32	96	-7	98	33	24	-2.5	-16
O=C(Nc1ccc2c(c1)OCCO2)c1ccc(Cl)c(S(=O)(=O)N2CCCCC2)c1	-6	-12	95	-2	96	8	-6	0.5	-8
O=C(NC1CCCCC1)C(c1cccnc1)N(C(=O)c1csnn1)c1ccc(F)cc1 (configuration not stated)	-10	-18	98	-3	101	39	23	0.0	-3
O=C(Cc1cn2ccsc2n1)Nc1ccccn1	-10	5	101	0	101	9	16	0.1	-1
O=[N+]([O-])c1cccc(/C=C/c2ccccn2)c1	9	-3	107	8	103	8	1	-1.5	-1
Cc1cc2ccccc2n2c(SCC(=O)NCc3cccs3)nnc12	3	-15	100	2	100	-29	5	0.2	9
CCOC(=O)Cc1nnc(NC(=O)CSc2nnc3c4ccccc4n(C(C)C)c3n2)s1	-5	-16	100	8	104	-3	18	1.4	9
CC1NC(=S)N(Cc2ccccc2)C1=O (configuration not stated)	-9	-4	109	5	105	27	0	1.4	18
Cc1ccc2nc(C(=O)N3CCc4c([nH]c5ccccc45)C3c3ccccn3)cn2c1 (configuration not stated)	1	-44	91	-10	104	-6	16	-1.8	2
O=C(NCc1cccc(F)c1)C1CCC(=O)N(C2CCCC2)C1 (configuration not stated)	-10	-8	101	2	101	-1	19	0.3	4
COc1ccc(/C=C2\SC(=S)N(CCC(=O)NCCCN3CCOCC3)C2=O)cc1	-8	17	113	8	103	45	-23	1.8	3
Cc1cc(N2CCN(Cc3ccc4c(c3)OCO4)CC2)n2ncnc2n1	-6	1	88	-8	82	-8	5	1.8	-19
CCOC(=O)C1CCN(C(=O)/C=C/c2cc(OC)c(OC)c(OC)c2)CC1	-4	-30	100	-1	100	12	27	-1.2	-1
CC(C)(C)NC(=O)C(c1ccncc1)N(Cc1cccs1)C(=O)c1csnn1 (configuration not stated)	-12	-6	102	2	109	-5	x	-1.2	7
CC(C)c1ccc(C(=O)CSc2n[nH]c(-c3ccncc3)n2)cc1	-8	-10	100	-1	97	36	3	11	-3
CCOc1cc(S(=O)(=O)n2c(C)nc3ccccc32)ccc1F	3	0	102	2	96	4	28	0.1	-10
CCOC(=O)c1cc(-c2ccc(C)o2)nn1CCC#N	-15	-8	112	12	113	7	15	-1.5	-4
Clc1ccc2nc(CSCc3ccccc3)cn2c1	9	-11	95	-4	92	-127	1	-3.2	1
O=C(Nc1nc2ccccc2[nH]1)c1cc2ccccc2o1	-2	-7	100	-1	101	-23	-14	-1.1	4
COc1ccc2c(c1)C(C)=CC(C)(C)N2C(=O)CN1C(=O)CCC1=O	-7	-19	104	-12	113	-14	5	-2.4	-3
Cn1c(Cc2ccccc2)nnc1SCCC(=O)Nc1ccccc1	-1	-14	102	4	104	-17	7	-0.4	5
CCc1cc2c(NCCC(=O)O)ncnc2s1	-9	2	124	13	121	-14	2	0.4	3
O=C(COc1ccc(Cl)cc1)NCc1nnc(SCC(=O)NC2CCCCC2)o1	13	-4	109	3	108	13	8	-0.8	-1
Cc1cc(Cl)ccc1OCCCC(=O)N1CCCc2ccccc21	-4	-12	104	2	103	23	1	-0.9	-12
